Screens deposited in PubChem by several laboratories.
Y pestis TopoI: Y. pestis Topo-I inhibition via cleavage products. Y. pestis Topo-I cleavage product accumulation, plate reader. activity, % at 10 µM. 0.064% of 360,000 active. AID 504884; in the data active = activity above about 50%, passing the limit was not always enough; note: inactives centre near 2
VHR inh abs: DUSP3 (human) phosphatase inhibition; P51452; recombinant VHR phosphatase, pNPP absorbance; inhibition, % at 13.3 µM; 0.52% of 290,000 active; in the data active = inhibition above about 50%; note: some compounds called inactive have numbers as strong as hits
Target sequence (P51452 whole entry, looked up): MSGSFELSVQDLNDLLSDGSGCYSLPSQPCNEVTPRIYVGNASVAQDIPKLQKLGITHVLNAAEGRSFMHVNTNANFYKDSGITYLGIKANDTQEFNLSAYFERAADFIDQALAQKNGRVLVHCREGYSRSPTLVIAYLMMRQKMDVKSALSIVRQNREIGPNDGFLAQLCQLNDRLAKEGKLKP
CCHFV vOTU inh: CCHFV vOTU protease inhibition | 0.55% of 370,000 active | Pep-AMC fluorescence | inhibition, % at 11.5 µM; in the data active = inhibition above about 30%; note: 0% = vehicle wells with enzyme and 100% = no enzyme wells
BH1578 lux ind: quorum light induction in luxS cqsA deficient V. cholerae | V. cholerae BH1578 lux reporter, luminescence, 6 h | activation, % at 18.7 µM | 0.16% of 350,000 active | AID 588436; in the data active = activation mostly above about 9.7%, no sharp cut-off; note: not every result past the cut was called active; inactives centre near 0; reference of the scale not given here
PrPC TRFRET: reduces human prion protein on the cell surface; P04156; cell surface PrPC, TR-FRET read-out; 0.43% of 370,000 active; inhibition, % at 13.8 µM; in the data active = inhibition above about 24%; note: 0% = median of the test wells and 100% = reference compound wells
TcdB inh: TcdB glycohydrolase inhibition; P18177; TcdB glycohydrolase enzymatic assay, plate reader; inhibition, % at 9.99 µM; 0.24% of 350,000 active; AID 652162; in the data active = inhibition above about 10%
3CLpro inhibitor: SARS-CoV 3CLpro protease inhibition; 0.14% of 290,000 active; inhibition, % at 6 µM; recombinant SARS-CoV 3CLpro, quenched FRET peptide cleavage; in the data active = inhibition above about 12%
Rv3671c protease: inhibits the M. tuberculosis serine protease Rv3671c. AID 2606. P9WHR9. inhibition, % at 5.96 µM. 0.048% of 320,000 active; in the data active = inhibition above about 38%;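 note: extracellular domain of Rv3671c used as enzyme; 0% = enzyme with DMSO and 100% = no enzyme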
Target sequence (P9WHR9 whole entry, looked up, the tested form may be a part): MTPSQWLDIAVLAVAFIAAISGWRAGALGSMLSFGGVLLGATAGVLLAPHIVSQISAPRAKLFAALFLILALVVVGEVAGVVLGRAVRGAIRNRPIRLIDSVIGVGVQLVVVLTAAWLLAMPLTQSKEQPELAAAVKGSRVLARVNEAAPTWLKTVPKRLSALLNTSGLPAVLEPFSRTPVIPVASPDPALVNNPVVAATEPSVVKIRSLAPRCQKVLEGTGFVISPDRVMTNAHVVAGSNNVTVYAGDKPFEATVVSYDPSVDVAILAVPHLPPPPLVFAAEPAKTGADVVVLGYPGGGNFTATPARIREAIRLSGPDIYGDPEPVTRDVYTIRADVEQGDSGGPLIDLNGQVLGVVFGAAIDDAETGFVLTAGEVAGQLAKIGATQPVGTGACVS
PriA SSB inh: inhibitors of Klebsiella pneumoniae PriA binding to SSB C-terminal tail. AlphaScreen SSBct-PriA binding, biotinylated peptide. 0.6% of 430,000 active. inhibition, % at 33 µM; in the data active = inhibition mostly above about 37%, no sharp cut-off; inactive = mostly below about 20%;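 note: plate controls were negative control peptide for no effect and reference peptide for full effect; strong numbers were not always called active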
MazEF act: MazEF (E. coli) toxin RNase activation. P0AE70. 0.32% of 350,000 active. FAM/BHQ RNA-DNA oligo cleavage fluorescence, 5 h. activation, % at 20 µM; in the data active = activation above about 50%
Target sequence (P0AE70 whole entry, looked up): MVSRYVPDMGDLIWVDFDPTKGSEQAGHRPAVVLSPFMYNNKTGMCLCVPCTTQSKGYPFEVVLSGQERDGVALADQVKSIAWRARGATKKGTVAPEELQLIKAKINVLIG
The depositor's hits bear a star. Some of the compounds tested (hit frequency here may not be typical).

`COc1cc(/C=C2\N=C(c3c(-c4ccccc4)noc3C)OC2=O)ccc1OC(C)=O` gave Y pestis TopoI -5, VHR inh abs 8, CCHFV vOTU inh 0, BH1578 lux ind -0.2, PrPC TRFRET -1, TcdB inh 0.9, 3CLpro inhibitor 2, Rv3671c protease -7, PriA SSB inh -4 and MazEF act 24.
CC(=O)Nc1ccc(NC(=O)c2ccc(S(=O)(=O)N3CCCCCC3)cc2)cc1 was read as Y pestis TopoI 8, CCHFV vOTU inh 43*, BH1578 lux ind -0.6, PrPC TRFRET -8, TcdB inh 0.3 and MazEF act -7.
CCCN(CC(=O)Nc1ccccc1OC)C(=O)c1ccncc1 was read as Y pestis TopoI 6, VHR inh abs 38, CCHFV vOTU inh 6, BH1578 lux ind -0.2, PrPC TRFRET -6, TcdB inh 1.7, 3CLpro inhibitor 2, Rv3671c protease 3, PriA SSB inh 7 and MazEF act -2.
`CCOc1ccccc1NC(=O)Nc1ccc(CC#N)cc1` gave Y pestis TopoI -2, VHR inh abs 25, CCHFV vOTU inh 0, BH1578 lux ind -0.6, PrPC TRFRET 12, TcdB inh -1.1, 3CLpro inhibitor 1, Rv3671c protease -7, PriA SSB inh 3 and MazEF act 2.
For CC1(C)CN(c2ccccc2)N(Cc2ccc(F)cc2)C1=O the results were Y pestis TopoI 10, VHR inh abs 23, CCHFV vOTU inh -1, BH1578 lux ind -0.5, PrPC TRFRET -4, 3CLpro inhibitor -1, Rv3671c protease -5, PriA SSB inh -30 and MazEF act -3.
For CCC(C)(C)n1nnnc1C(c1ccc(O)c(OC)c1)N1CCc2ccccc2C1 (configuration not stated) the results were Y pestis TopoI 1, VHR inh abs 17, CCHFV vOTU inh -5, BH1578 lux ind inactive, PrPC TRFRET 3, 3CLpro inhibitor -8, Rv3671c protease 2, PriA SSB inh -15 and MazEF act -7.
`CCC(=O)N/C(=N/c1nc(C)cc(C)n1)Nc1cccc(OC)c1` gave Y pestis TopoI -2, VHR inh abs -23, CCHFV vOTU inh 2, BH1578 lux ind inactive, PrPC TRFRET 9, TcdB inh -0.2, 3CLpro inhibitor 6, Rv3671c protease 4 and MazEF act 2.
Screening O=C(COc1ccccc1Cc1ccccc1)Nc1cccc(S(=O)(=O)N2CCOCC2)c1 returned Y pestis TopoI 37, CCHFV vOTU inh -2, BH1578 lux ind 0.3, PrPC TRFRET 6, TcdB inh -2.0, Rv3671c protease -42, PriA SSB inh -18 and MazEF act 4.
For COc1cc(OC)c(OC)cc1CNCCc1ccc(OC)c(OC)c1 the results were Y pestis TopoI -4, VHR inh abs 3, CCHFV vOTU inh 0, BH1578 lux ind -0.4, PrPC TRFRET 10, TcdB inh -3.2, 3CLpro inhibitor -5, Rv3671c protease 7, PriA SSB inh -13 and MazEF act 7.
`COc1ccc(O)c(CN2CCN(CCCc3ccccc3)C(CCO)C2)c1` (configuration not stated) gave Y pestis TopoI 10, VHR inh abs 61, CCHFV vOTU inh -6, BH1578 lux ind 0.6, PrPC TRFRET -3, TcdB inh 0.7, 3CLpro inhibitor -3, Rv3671c protease 1, PriA SSB inh 2 and MazEF act -3.
`CC(Oc1nc2c(c(=O)n(C)c(=O)n2C)n1C)C1CCCCC1` (configuration not stated) gave Y pestis TopoI 19, CCHFV vOTU inh 11, BH1578 lux ind inactive, PrPC TRFRET 8, TcdB inh 3.3, PriA SSB inh 3 and MazEF act 3.
`Cc1cc(N2CCN(S(=O)(=O)c3ccccc3)CC2)c2ccccc2n1` gave Y pestis TopoI 33, VHR inh abs 5, CCHFV vOTU inh 0, BH1578 lux ind inactive, PrPC TRFRET 6, 3CLpro inhibitor 6, Rv3671c protease -10, PriA SSB inh 9 and MazEF act -1.
Screening O=C(CN1C(=O)c2ccccc2S1(=O)=O)c1ccccc1F returned Y pestis TopoI -1, VHR inh abs 10, CCHFV vOTU inh -15, BH1578 lux ind -12, PrPC TRFRET 0, TcdB inh 2.0, 3CLpro inhibitor 9, Rv3671c protease -1, PriA SSB inh -7 and MazEF act -1.
Screening O=C(CCCOc1ccccc1)NNC(=O)c1ccncc1 returned Y pestis TopoI -1, CCHFV vOTU inh -19, BH1578 lux ind inactive, PrPC TRFRET -5, TcdB inh 0.8, Rv3671c protease 1, PriA SSB inh 1 and MazEF act 1.
COC(=O)COc1cccc(NC(=O)c2cccs2)c1 was read as Y pestis TopoI 7, VHR inh abs -8, CCHFV vOTU inh -1, BH1578 lux ind -0.2, PrPC TRFRET -1, 3CLpro inhibitor 1, Rv3671c protease 13, PriA SSB inh 1 and MazEF act 2.
For COC(=O)CCC(=O)NNC(=O)c1ccc(Br)cc1 the results were Y pestis TopoI -9, VHR inh abs -11, CCHFV vOTU inh 5, BH1578 lux ind 0.0, PrPC TRFRET 4, 3CLpro inhibitor 5, Rv3671c protease 2, PriA SSB inh 4 and MazEF act 5.
For CCOC(=O)C1=C(O)C(=O)N(c2ccc(S(N)(=O)=O)cc2)C1c1ccc([N+](=O)[O-])cc1 (configuration not stated) the results were Y pestis TopoI -13, VHR inh abs 6, CCHFV vOTU inh -8, BH1578 lux ind -0.1, PrPC TRFRET 5, TcdB inh 0.8, 3CLpro inhibitor -3, Rv3671c protease 1, PriA SSB inh -10 and MazEF act -4.
Screening O=c1cc(CSc2n[nH]c(=O)n2C2CC2)c2ccc(O)cc2o1 returned Y pestis TopoI -8, VHR inh abs 35, CCHFV vOTU inh -5, BH1578 lux ind -0.4, PrPC TRFRET 0, TcdB inh -0.1, 3CLpro inhibitor 2, Rv3671c protease 4, PriA SSB inh -6 and MazEF act 10.
Screening CCN(CC)CCn1c(=S)[nH]c2ccc(Br)cc2c1=O returned Y pestis TopoI 2, VHR inh abs 12, CCHFV vOTU inh -3, BH1578 lux ind 4.3, PrPC TRFRET -3, TcdB inh 1.0, 3CLpro inhibitor 1, Rv3671c protease 9, PriA SSB inh -8 and MazEF act -2.
CC1=C(C(=O)OCC2CCCO2)C(c2cccc(O)c2)NC(=O)N1 (configuration not stated) was read as Y pestis TopoI 4, VHR inh abs -14, CCHFV vOTU inh -6, BH1578 lux ind inactive, PrPC TRFRET 6, TcdB inh 0.3, 3CLpro inhibitor 1, Rv3671c protease -10, PriA SSB inh -22 and MazEF act -1.
Screening CCOC(=O)C1CCCN(C(=O)c2ccccc2OC(F)(F)F)CC1 (configuration not stated) returned Y pestis TopoI -5, CCHFV vOTU inh -4, BH1578 lux ind -0.5, PrPC TRFRET 2 and TcdB inh 1.0.
COc1cccc(CC(=NO)c2cccc(OC)c2)c1 was read as Y pestis TopoI 0, CCHFV vOTU inh -17, BH1578 lux ind -5.7, PrPC TRFRET 3, TcdB inh 2.4, PriA SSB inh -12 and MazEF act 9.
Screening O=C(COc1c(Br)cc(Br)c2cccnc12)N1CCc2ccccc2C1 returned Y pestis TopoI 57*, VHR inh abs 19, BH1578 lux ind -3.3, TcdB inh 2.3, 3CLpro inhibitor 0, Rv3671c protease 0, PriA SSB inh -3 and MazEF act -10.
Screening COCCCNC(=O)/C(C#N)=C/c1ccc(F)cc1 returned Y pestis TopoI -7, VHR inh abs 33, CCHFV vOTU inh 11, BH1578 lux ind -0.7, PrPC TRFRET -2, TcdB inh 1.1, 3CLpro inhibitor -3, Rv3671c protease -1, PriA SSB inh -24 and MazEF act 10.
`O=c1cc(O)c2ccccc2[nH]1` gave Y pestis TopoI 7, VHR inh abs 18, CCHFV vOTU inh 16, BH1578 lux ind -0.4, PrPC TRFRET 6, TcdB inh 1.2, 3CLpro inhibitor 8, Rv3671c protease -6, PriA SSB inh -11 and MazEF act 6.
CN(Cc1ccccc1)C(=O)c1ccc(NC(=O)c2ccccc2)cc1 was read as Y pestis TopoI 23, VHR inh abs 22, CCHFV vOTU inh -3, BH1578 lux ind inactive, PrPC TRFRET 0, TcdB inh 0.1, 3CLpro inhibitor -4, Rv3671c protease 6, PriA SSB inh 2 and MazEF act 3.
CCCCC1=CC2=C(c3ccco3)C(=O)C(C)(OC(=O)c3ccc(OC)cc3)C(=O)C2=CN1CCN1CCOCC1 (configuration not stated) was read as Y pestis TopoI -25, VHR inh abs 7, BH1578 lux ind -0.3, Rv3671c protease -1, PriA SSB inh -14 and MazEF act -73.
CCCN1CCN(C(=O)c2ccc(CS(=O)c3ccc(Br)cc3)o2)CC1 (configuration not stated) was read as Y pestis TopoI -7, CCHFV vOTU inh -9, BH1578 lux ind inactive, PrPC TRFRET -4, TcdB inh 0.1 and MazEF act 4.
`COc1cccc(CN2CC(C(=O)NCc3cccc(Cl)c3)CCC2=O)c1` (configuration not stated) gave Y pestis TopoI 7, VHR inh abs -2, CCHFV vOTU inh 6, BH1578 lux ind -0.3, PrPC TRFRET 3, TcdB inh 1.9, 3CLpro inhibitor 2, PriA SSB inh -11 and MazEF act 3.
`Cc1cc(-c2ccccc2)nc(N/N=C/c2ccc(O)cc2O)n1` gave Y pestis TopoI -34, VHR inh abs 12, CCHFV vOTU inh 3, BH1578 lux ind inactive, PrPC TRFRET 19, TcdB inh 0.5, 3CLpro inhibitor 2, Rv3671c protease 4 and MazEF act 17.

Overlap with the part before: 2 compounds; new compounds follow.
`COc1cccc(CN2CC(C(=O)NCc3cccc(Cl)c3)CCC2=O)c1` (configuration not stated) gave Y pestis TopoI 7, VHR inh abs -2, CCHFV vOTU inh 6, BH1578 lux ind -0.3, PrPC TRFRET 3, TcdB inh 1.9, 3CLpro inhibitor 2, PriA SSB inh -11 and MazEF act 3.
`Cc1cc(-c2ccccc2)nc(N/N=C/c2ccc(O)cc2O)n1` gave Y pestis TopoI -34, VHR inh abs 12, CCHFV vOTU inh 3, BH1578 lux ind inactive, PrPC TRFRET 19, TcdB inh 0.5, 3CLpro inhibitor 2, Rv3671c protease 4 and MazEF act 17.
CCn1c(-c2ccccc2Cl)nn(CC(=O)Nc2ccccc2OC)c1=S was read as Y pestis TopoI 17, VHR inh abs 21, CCHFV vOTU inh 11, PrPC TRFRET 8, TcdB inh -0.5, 3CLpro inhibitor 0, Rv3671c protease -4, PriA SSB inh -10 and MazEF act 10.
CC1(C)CC(=O)C=C(c2cccc(O)c2)C1=O was read as Y pestis TopoI 3, CCHFV vOTU inh 1, BH1578 lux ind inactive, PrPC TRFRET -4, TcdB inh -0.5, Rv3671c protease -10, PriA SSB inh -9 and MazEF act 3.
C=CCN1C(=O)c2ccc(C(=O)NCCc3ccc(OC)c(OC)c3)cc2C1=O was read as Y pestis TopoI -1, VHR inh abs 6, CCHFV vOTU inh 7, BH1578 lux ind inactive, PrPC TRFRET -3, TcdB inh 1.6, 3CLpro inhibitor -9, Rv3671c protease 11, PriA SSB inh 4 and MazEF act 5.
CC1=C(C(N)=O)C(c2ccccn2)n2nc(-c3ccccc3Cl)nc2N1 (configuration not stated) was read as Y pestis TopoI 7, VHR inh abs 2, CCHFV vOTU inh -8, BH1578 lux ind inactive, PrPC TRFRET 2, TcdB inh 1.3, 3CLpro inhibitor -7, PriA SSB inh -3 and MazEF act 5.
`O=C(c1ccc(Cl)c(S(=O)(=O)N2CCCCCC2)c1)N1CCCC1` gave Y pestis TopoI 15, VHR inh abs 9, CCHFV vOTU inh -9, BH1578 lux ind -0.5, PrPC TRFRET 8, TcdB inh 1.2, 3CLpro inhibitor 0, Rv3671c protease -7, PriA SSB inh -14 and MazEF act -4.
Screening O=c1c2cccnc2[nH]c(=S)n1CCC1=CCCCC1 returned Y pestis TopoI 0, VHR inh abs 15, CCHFV vOTU inh -5, BH1578 lux ind -0.7, PrPC TRFRET -3, 3CLpro inhibitor -2, Rv3671c protease -4, PriA SSB inh 5 and MazEF act -5.
COc1ccc(C(=O)NC(C)c2ccc(-n3ccnc3)cc2)cc1S(=O)(=O)N1CCOCC1 (configuration not stated) was read as Y pestis TopoI -7, CCHFV vOTU inh 7, BH1578 lux ind 6.2, PrPC TRFRET -6, TcdB inh -1.5, PriA SSB inh -4 and MazEF act -2.

Entries listed so far with a cyano group (2):
`CCOc1ccccc1NC(=O)Nc1ccc(CC#N)cc1` gave Y pestis TopoI -2, VHR inh abs 25, CCHFV vOTU inh 0, BH1578 lux ind -0.6, PrPC TRFRET 12, TcdB inh -1.1, 3CLpro inhibitor 1, Rv3671c protease -7, PriA SSB inh 3 and MazEF act 2.
Screening COCCCNC(=O)/C(C#N)=C/c1ccc(F)cc1 returned Y pestis TopoI -7, VHR inh abs 33, CCHFV vOTU inh 11, BH1578 lux ind -0.7, PrPC TRFRET -2, TcdB inh 1.1, 3CLpro inhibitor -3, Rv3671c protease -1, PriA SSB inh -24 and MazEF act 10.
